# TRb SRC2 PPI: TRbeta-SRC2 interaction inhibition; TRbeta-SRC2 peptide binding, fluorescence polarization; receptor liganded with 1 µM T3; Potency, µM (top dose mostly 106 µM), inactives show top-dose activity change, negative = inhibition, most hits filed as inhibitors; actives 0.065% (n = 280,000);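 further: potency means the concentration at half of the fitted maximal effect; plate controls were bound peptide for no effect and peptide without receptor for full effect; nearly all actives have a fitted effect of over 50% in size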
#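 TRb LBD 0.6 uM + Texas Red SRC2 peptide 20 nM, 1 uM T3, Tris buffer w/ 5% DMSO; compound pinned, 5 h RT; FP read ex 555/em 632; normalized to unbound and bound controls.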
# CBFb RUNX1 block: blocks binding between human CBF-beta and RUNX1; Q01196+Q13951; 230,000 tested, under 10 active; AlphaScreen CBFb-His/RUNX1-biotin binding, biochemical; Potency, µM (doses to about 59.8 µM), for the others: top-dose activity, negative = inhibition, usual class: inhibitors; further: % of control where 0% means no effect
#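 Proteins preincubated together for 20 min at RT before compound addition; 15 min later, nickel and streptavidin beads were added and left 90 min prior to AlphaScreen measurement.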
# TR SRC2 fluor cs: alters Texas Red total fluorescence, flagging assay interference | TRb/SRC2 Texas Red total fluorescence interference | actives 0.29% (n = 280,000) | Potency, µM (doses to about 106 µM), for the others: top-dose fluorescence change, negative = quenching; active means well fitted curve in either direction with a large enough effect; inconclusive means small, poorly fitted or top-dose-only effect; further: potency means the concentration at half of the fitted maximal effect; on the % scale 0 is the no-effect control and ±100 the full control effect
#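 Flags fluorescent or light-absorbing compounds by total fluorescence, S + 2P, at 555 nm excitation and 632 nm emission. Mixture: 20 nM Texas Red SRC2 peptide, 0.6 uM human TRb LBD, 1 uM T3, 5% DMSO; compound exposure 5 h at ambient temperature.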
# Tau fluor cs: counter-screen for tau fibril formation inhibitors | tau K18 P301L (four-repeat tau fragment) Alexa594 fluorescence, heparin fibrillization | Potency, µM (top dose mostly 57.7 µM), for inactives: at the highest dose activity change, negative = decrease | actives 0.93% (n = 280,000) | AID 1463; further: potency means the concentration at half of the fitted maximal effect; on the % scale 0 is the no-effect control and ±100 the full control effect; nearly all actives have a fitted effect of over 55% in size
#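 Human K18 P301L tau (15 uM unlabeled plus 0.24 uM Alexa 594-labeled, final) in 100 mM sodium acetate pH 7 was mixed with compound and 20 uM heparin and incubated 6 hr at 37 C.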
# Epigenetic reg: derepresses silenced GFP reporter in murine cells. murine LDR cells, GFP reporter derepression, 30 h. Potency, µM (doses to about 53.9 µM), for inactives: top-dose GFP activation, actives largely listed as activators. actives 0.2% (n = 280,000); further: potency means the concentration at half of the fitted maximal effect; % of control where 0% means no effect; nearly all actives have a fitted effect of over 60% in size
#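 In this reporter-derepression format, murine cells bearing a silenced integrated CMV-GFP locus incubate with test compound (30 h, 37 C), then are washed and imaged; fluorescent objects of 20–120 um count as induced cells.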
# Tau FP inhib: inhibitors of human tau fibril formation | P10636 | K18 P301L tau heparin fibrillization, Alexa594 FP, 6 h | Potency, µM (titrated, usually from 57.7 µM), inactives show top-dose activity, negative = inhibition, usual class: inhibitors | actives 0.39% (n = 280,000); further: potency means the concentration at half of the fitted maximal effect; on the % scale 0 is the no-effect control and ±100 the full control effect; nearly all actives have a fitted effect of over 55% in size
# Target sequence (P10636 561-689 P618L limits assumed): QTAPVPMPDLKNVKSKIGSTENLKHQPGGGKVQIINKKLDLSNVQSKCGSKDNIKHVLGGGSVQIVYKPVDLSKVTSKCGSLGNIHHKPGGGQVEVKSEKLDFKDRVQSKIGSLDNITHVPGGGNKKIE
#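 FP of Alexa 594-tau after heparin (20 uM) induction. Substrate: human K18 P301L, 15 uM unlabeled, 0.24 uM labeled. Buffer 100 mM sodium acetate pH 7. 6 hr, 37 C.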
# GLA spleen mod: inhibitors or activators of human alpha-galactosidase in spleen homogenate | P06280 | human spleen homogenate, 4MU-alpha-Gal fluorescence, 40 min | Potency, µM (top dose mostly 80 µM), without a hit: at the top dose activity change, negative = inhibition, most hits filed as inhibitors | actives 0.008% (n = 240,000);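 further: potency means the concentration at half of the fitted maximal effect; 0% = enzyme with vehicle and -100% = no enzyme basal signal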
# Target sequence (P06280 32-429 limits assumed): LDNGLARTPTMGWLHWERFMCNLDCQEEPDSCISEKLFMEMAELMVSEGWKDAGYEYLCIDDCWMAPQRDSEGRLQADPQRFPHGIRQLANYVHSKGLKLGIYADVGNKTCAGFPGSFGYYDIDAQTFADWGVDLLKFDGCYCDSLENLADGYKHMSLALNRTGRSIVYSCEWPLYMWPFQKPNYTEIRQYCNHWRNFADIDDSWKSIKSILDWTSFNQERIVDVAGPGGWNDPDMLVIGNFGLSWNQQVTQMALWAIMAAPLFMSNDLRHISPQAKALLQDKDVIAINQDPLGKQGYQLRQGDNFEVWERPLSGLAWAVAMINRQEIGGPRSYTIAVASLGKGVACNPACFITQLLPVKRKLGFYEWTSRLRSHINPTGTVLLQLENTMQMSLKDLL
#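 Fluorogenic readout (Ex 365/Em 440 nm) of 4-methylumbelliferone released from 1 mM 4-MU-alpha-galactoside by spleen homogenate, 40 min at 37C, pH 5.0. Data normalized to no-enzyme and enzyme controls; Hill-equation AC50 from compound titrations.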
# NPSR antag: antagonists of human neuropeptide S receptor cAMP signaling | Q6W5P4 | CHO-NPSR cells, cAMP TR-FRET, antagonist mode | Potency, µM (series often up to 38.3 µM), inactives show at the highest dose activity change, negative = inhibition, actives largely listed as inhibitors | actives 1% (n = 220,000) | AID 1461; further: potency means the concentration at half of the fitted maximal effect; on the % scale 0 is the no-effect control and ±100 the full control effect; nearly all actives have a fitted effect of over 50% in size; many of its hits are not listed in these tables
# Target sequence (Q6W5P4 whole entry, looked up): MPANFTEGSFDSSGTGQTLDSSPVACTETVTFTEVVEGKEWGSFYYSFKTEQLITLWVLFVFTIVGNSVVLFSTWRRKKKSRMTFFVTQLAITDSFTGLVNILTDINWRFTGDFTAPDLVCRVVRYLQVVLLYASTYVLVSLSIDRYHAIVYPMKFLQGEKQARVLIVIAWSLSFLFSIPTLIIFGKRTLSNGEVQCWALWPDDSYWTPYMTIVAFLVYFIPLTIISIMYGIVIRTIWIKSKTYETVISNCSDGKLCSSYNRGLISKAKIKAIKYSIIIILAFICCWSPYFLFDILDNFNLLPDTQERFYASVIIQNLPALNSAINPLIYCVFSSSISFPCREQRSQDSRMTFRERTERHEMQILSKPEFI
# An asterisk follows results filed as active; ? = inconclusive; / = no result given; & = joins results of further samples; [ ] = another dose, or the depositor's remark. Unless noted, the call rests on the fitted dose curve; in most records, active means well fitted curve in the direction sought with a large enough effect; inconclusive means small, poorly fitted or top-dose-only effect, or another doubt; inactive means no such curve, though single readings can be large; an effect the other way counts as inactive or inconclusive. A portion of the library; count on the stated rates, not on these rows.
SMILES,TRb SRC2 PPI,CBFb RUNX1 block,TR SRC2 fluor cs,Tau fluor cs,Epigenetic reg,Tau FP inhib,GLA spleen mod,NPSR antag
O=C(N/N=C/c1ccccc1F)NC1CCCCC1,-1%,4%,-7%,-16%,1.1%,?,3%,11%[46.1 µM]
COc1ccc2c(c1)c(=O)oc1cc(OCC(=O)N3CCCC(C)C3)ccc12 (stereo not given),-16%,-12%,-5%,-5%,-4.8%,5%,18%,-27%[46.1 µM]
Cc1ccccc1N(CC(=O)NC1CCCC1)C(=O)c1csnn1,-5%,7%,1%,7%,-4.8%,-3%,-11%,4%
CC(=O)Nc1nnc(SCc2cc(=O)c3cc(C)ccc3[nH]2)s1,0%,/,-2%,-6%,-0.8%,-2%,/,/
O=C(NN=C1CCN(Cc2ccccc2)CC1)C(O)c1ccccc1 (stereo not given),-1%,1%,2%,-6%,-1.8%,-12%,4%,11%
CC(C)N1C(=O)CCC1C(=O)NCc1ccccc1Cl (stereo not given),1%,3%[2.36 µM],-2%,-10%,-0.5%,-4%,-1%,14%
O=C(Nc1ccc2nc(C3CC3)n(Cc3ccccc3)c(=O)c2c1)C1CC1,-3%,14%,-2%,-22%,-2.8%,2%,5%,-2%
O=C(Cn1nc(C(=O)O)c2ccccc2c1=O)NCC1CCCO1 (stereo not given),-15%,14%,-1%,1%,0.0%,8%,-1%,7%[46.1 µM]
N#Cc1c(Nc2ccc(Cl)cc2)s[nH]c1=O,2%,2%,1%,-20%,18%,20µM*,5%,-31%
COc1ccc(Cn2c(C(=O)O)c(CNCc3cccc(OC)c3)c3ccc(C)cc32)cc1,-10%,/,0%,0%,0.0%,8%,/,/
CCC(CC)C(=O)Nc1nnc(S(=O)(=O)N(C)c2cc(C)cc(C)c2)s1,-6%,/,?,-13%,1.1%,-11%,/,/
COc1ccccc1CP(=O)(c1ccccc1)c1ccccc1,6%,5%,-3%,2%,-0.9%,1%,-2%,14%[46.1 µM]
CC1=CN2C(=NC(=O)CC2(C)C(=O)N(CC(=O)NC2CCCC2)c2ccccc2C)C=C1 (stereo not given),-4%,-2%,-5%,-2%,-0.8%,-5%,23%,4%[46.1 µM]
CCN(CC)S(=O)(=O)c1ccc(NC(=O)c2c(C)oc3ncnc(N4CCCCC4)c23)cc1,-1%,/,-5%,-21%,-1.3%,-1%,/,/
N#Cc1c[nH]n2c(=O)cc(Cc3ccccc3)nc12,-13%,12%,-7%,-10%,0.0%,-3%,-3%,9%[46.1 µM]
Cc1ccc(S(=O)(=O)N(Cc2ccc(F)cc2)Cc2ccco2)cc1,-5%,?,0%,-18%,-0.7%,-2%,-3%,-28%[46.1 µM]
CCCCC(=O)Nc1ccc(OCc2cc(=O)n3c(C)csc3n2)cc1,3%,/,-3%,-16%,1.3%,4%,/,/
O=C(COC(=O)Cc1ccc(Cl)cc1)Nc1ccccc1-c1ccccc1,0%,25%,1%,-18%,-0.9%,-6%,7%,-23%[46.1 µM]
CC1(c2ccccc2)CC(C)(C)N2C(=O)Cc3cccc1c32 (stereo not given),-6%,1%,-2%,-9%,0.0%,-10%,-4%,-50%
CC(=O)N1CCc2c(sc3c2c(=O)n(-c2ccccc2)c(=O)n3CC(=O)Nc2ccccc2)C1,4%,/,-2%,-12%,-1.3%,-1%,/,/
O=C(CCN1CCOCC1)c1ccc2c(c1)OCCO2,-4%,-1%,2%,12%,1.0%,?,-3%,14%[46.1 µM]
COc1cccc(Cn2c(NCc3ccco3)nc3c2c(=O)n(C)c(=O)n3C)c1,-22%,-1%,1%,-6%,-7.9%,10%,6%,-6%[46.1 µM]
COc1ccc(O)c(C(=O)c2cnc3c(c2)CN(C)C(=O)N3)c1,-6%,1%,-5%,-7%,0.2%,-2%,3%,-2%
CCN(CC)CCN1C(=O)C(=O)/C(=C(/O)c2cnn(-c3ccccc3)c2C)C1c1cccs1 (stereo not given),-1%,-3%,3%,8%,-2.0%,5%,0%,0%[46.1 µM]
CCC(Oc1ccccc1)C(=O)Nc1cc(-c2cccc(C)c2)nn1-c1ccccc1 (stereo not given),0%,/,-1%,-23%,4.5%,-11%,/,/
# Additional records
SMILES,TRb SRC2 PPI,CBFb RUNX1 block,TR SRC2 fluor cs,Tau fluor cs,Epigenetic reg,Tau FP inhib,GLA spleen mod,NPSR antag
COc1ccc(C(C(=O)NC2CCCC2)N(CC2CCCO2)C(=O)Cn2nnc(-c3ccc(C)o3)n2)cc1 (stereo not given),-1%,11%,-1%,2%,-2.2%,2%,2%,-13%
ClCC1=Nc2cccc3cccc(c23)N1,2%,-24%,-10%,?,-0.1%,-7%,-5%,-30%
CCC(/C=N/NC(=O)c1ccccc1F)CC,3%,6%,-1%,-5%,-4.0%,0%,3%,0%
Cc1cccc(OCCN2C(=O)C(=O)c3cc(C)ccc32)c1,-4%,-6%,-1%,1%,3.5%,9%,0%,16%
CCOc1ccc(NC(=O)CSC2=Nc3ccccc3C3=NC(CCC(=O)NCc4ccccc4)C(=O)N23)cc1 (stereo not given),-2%,/,0%,-15%,?,-6%,/,/
COC(=O)[C@@H]1C[C@@]2(O)[C@@H](O)[C@@H](O)[C@@H](O)C[C@H]2N1Cc1ccc(C)s1,-4%&7%,1%&-3%,-2%&-1%,-4%&1%,-2.5%&2.1%,-7%&-8%,7%&-5%,17%
CN1CCCC[C@@H]1CCN1c2ccccc2Sc2ccc(S(C)=O)cc21 (stereo not given in full),-4%,21%[21.7 µM],-1%,/,3.9%[16.9 µM],/,5%[29.1 µM],/
O=C(NCCCn1ccnc1)C(=O)NCC(c1cccnc1)N1CCN(c2ccc(F)cc2)CC1 (stereo not given),4%,-5%[2.36 µM],-2%,-10%,-4.3%,-10%,5%,12%
CSCCC(NC(=O)c1ccc(Cl)cc1)C(=O)O (stereo not given),3%,0%,-2%,-11%,2.5%,0%,0%,21%
CN1C(C(=O)NCCc2cccs2)CC2Cn3c(nc4cc5ccccc5cc43)C21 (stereo not given),-9%,18%,0%,12%,-1.6%,-1%,4%,-11%
Clc1ccc(-c2nnc(SCc3nc4ccccc4[nH]3)o2)c(Cl)c1,-16%,12%,2%,-17%,-1.2%,?,0%,-10%[46.1 µM]
Cc1ccc2nsnc2c1NC(=O)c1ccccc1[N+](=O)[O-],1%,-7%,1%,7%,-0.9%,-4%,-4%,26%
O=C(N/C(=C\c1cccs1)C(=O)N1CCCCCC1)c1ccccc1,8%,3%,1%,3%,-1.7%,1%,-11%,-14%[46.1 µM]
O=C(CCN1C(=O)c2ccccc2C1=O)OCn1nnc2ccccc2c1=O,7%,2%,-3%,-1%,2.4%,4%,8%,-12%[46.1 µM]
COc1ccccc1NC(=S)N(Cc1ccccc1)Cc1ccccn1,-8%,-5%,-3%,-17%,1.0%,7%,3%,-8%
O=C(Cn1c(=O)n(Cc2ccco2)c(=O)c2ccc(C(=O)NC3CCCC3)cc21)Nc1ccc(F)cc1,-8%,/,-2%,?,?,16µM*,/,/
COc1ccc2nc(NC(=O)CC3Oc4ccccc4NC3=O)sc2c1 (stereo not given),-2%,-2%,-4%,-8%,1.1%,-4%,-8%,-12%
COc1cc(OC)c(OC)cc1CN1CCCC(C(=O)N2CCCCC2)C1 (stereo not given),-5%,0%,2%,-6%,1.9%,-2%,-5%,-3%[46.1 µM]
COc1cccc(C2C(C(=O)c3cc4cccc(OC)c4o3)=C(O)C(=O)N2c2cc(C)on2)c1OC (stereo not given),-5%,3%,-5%,-1%,0.9%,-4%,4%,6.3µM*
COc1cccc(N=c2oc3cc(O)ccc3cc2C(=O)NCC2CCCO2)c1 (stereo not given),-10%,-20%,-6%,-30%,1.7%,15%,?,-37%
COc1cccc(N2CCN(C(=O)c3cccn3-c3nnc(N4CCCC4)s3)CC2)c1,7%,/,-2%,-6%,0.5%,-6%,/,/
O=C(CSc1nc2ccc(NC(=O)CSc3nnnn3-c3ccccc3)cc2s1)Nc1ccccc1,-14%,1%,-2%,-2%,-4.1%,-1%,-8%,-48%
Cc1cc(C(=O)NP(=O)(N2CCOCC2)N2CCOCC2)c(C)n1-c1ccc(N(C)C)cc1,-3%,-11%,6%,-17%,0.0%,-12%,-6%,8%
CCC(Sc1nc2ncccc2o1)C(=O)Nc1ccc(OC)c(OC)c1 (stereo not given),-2%,/,-3%,3%,1.5%,-3%,/,/
CN1/C(=C\C(=O)COc2ccc3c(c2)OCO3)C(C)(C)c2ccccc21,-1%,-25%,1%,-15%,-2.1%,5%,5%,-26%[46.1 µM]
COc1ccc(C(=O)NN(c2ccccc2)c2ccccc2)cc1,-3%,2%,-3%,-11%,2.3%,0%,0%,-6%[46.1 µM]
CCn1c(C)nc2cc(C(=O)NNC(=O)Nc3ccc(Cl)c(Cl)c3)ccc21,8%,12%,4%,-14%,-5.4%,?,-18%,-5%
Cc1ccc(N2CCN(C3=NC(=O)/C(=C\c4cccs4)S3)CC2)cc1,13%,10%,-1%,-24%,-0.9%,10%,0%,-26%[46.1 µM]
COc1ccc(C(=O)NCc2ccc3c(c2)OCO3)cc1S(=O)(=O)NCc1ccc(Cl)cc1,-4%,-7%,0%,-26%,-0.9%,-2%,-5%,-10%
Cc1nn(C)cc1CN(C)C(=O)c1cc(-c2ccccc2)nc2ccc(Br)cc12,1%&8%,-7%,-1%&3%,-2%&-17%,5.2%&-0.1%,5%&1%,7%,?

# Part of the list above, with values under each structure:
# Results follow in this order: TRb SRC2 PPI | CBFb RUNX1 block | TR SRC2 fluor cs | Tau fluor cs | Epigenetic reg | Tau FP inhib | GLA spleen mod | NPSR antag
CCC(Sc1nc2ncccc2o1)C(=O)Nc1ccc(OC)c(OC)c1 (stereo not given)
 : -2% | / | -3% | 3% | 1.5% | -3% | / | /
CN1/C(=C\C(=O)COc2ccc3c(c2)OCO3)C(C)(C)c2ccccc21
 : -1% | -25% | 1% | -15% | -2.1% | 5% | 5% | -26%[46.1 µM]
COc1ccc(C(=O)NN(c2ccccc2)c2ccccc2)cc1
 : -3% | 2% | -3% | -11% | 2.3% | 0% | 0% | -6%[46.1 µM]
CCn1c(C)nc2cc(C(=O)NNC(=O)Nc3ccc(Cl)c(Cl)c3)ccc21
 : 8% | 12% | 4% | -14% | -5.4% | ? | -18% | -5%
Cc1ccc(N2CCN(C3=NC(=O)/C(=C\c4cccs4)S3)CC2)cc1
 : 13% | 10% | -1% | -24% | -0.9% | 10% | 0% | -26%[46.1 µM]
